# Bioassay records (PubChem BioAssay)
# KDM5B inhibitor: KDM5B demethylase inhibition; Q9UGL1; KDM5B demethylase, FDH-coupled NADH fluorescence (FDH is formaldehyde dehydrogenase); Potency, µM (doses to about 57.7 µM), inactives show top-dose activity change, negative = inhibition, hits mostly inhibitors; 220,000 compounds, 2.6% hits; AID 1347165; active = well fitted inhibition curve with a large enough effect; inconclusive = small, poorly fitted or top-dose-only effect; inactive = no such curve, though single readings can be large or run the other way; also: 0% is about no effect; nearly all actives have a fitted effect of over 70% in size
# Target sequence (Q9UGL1 whole entry, looked up): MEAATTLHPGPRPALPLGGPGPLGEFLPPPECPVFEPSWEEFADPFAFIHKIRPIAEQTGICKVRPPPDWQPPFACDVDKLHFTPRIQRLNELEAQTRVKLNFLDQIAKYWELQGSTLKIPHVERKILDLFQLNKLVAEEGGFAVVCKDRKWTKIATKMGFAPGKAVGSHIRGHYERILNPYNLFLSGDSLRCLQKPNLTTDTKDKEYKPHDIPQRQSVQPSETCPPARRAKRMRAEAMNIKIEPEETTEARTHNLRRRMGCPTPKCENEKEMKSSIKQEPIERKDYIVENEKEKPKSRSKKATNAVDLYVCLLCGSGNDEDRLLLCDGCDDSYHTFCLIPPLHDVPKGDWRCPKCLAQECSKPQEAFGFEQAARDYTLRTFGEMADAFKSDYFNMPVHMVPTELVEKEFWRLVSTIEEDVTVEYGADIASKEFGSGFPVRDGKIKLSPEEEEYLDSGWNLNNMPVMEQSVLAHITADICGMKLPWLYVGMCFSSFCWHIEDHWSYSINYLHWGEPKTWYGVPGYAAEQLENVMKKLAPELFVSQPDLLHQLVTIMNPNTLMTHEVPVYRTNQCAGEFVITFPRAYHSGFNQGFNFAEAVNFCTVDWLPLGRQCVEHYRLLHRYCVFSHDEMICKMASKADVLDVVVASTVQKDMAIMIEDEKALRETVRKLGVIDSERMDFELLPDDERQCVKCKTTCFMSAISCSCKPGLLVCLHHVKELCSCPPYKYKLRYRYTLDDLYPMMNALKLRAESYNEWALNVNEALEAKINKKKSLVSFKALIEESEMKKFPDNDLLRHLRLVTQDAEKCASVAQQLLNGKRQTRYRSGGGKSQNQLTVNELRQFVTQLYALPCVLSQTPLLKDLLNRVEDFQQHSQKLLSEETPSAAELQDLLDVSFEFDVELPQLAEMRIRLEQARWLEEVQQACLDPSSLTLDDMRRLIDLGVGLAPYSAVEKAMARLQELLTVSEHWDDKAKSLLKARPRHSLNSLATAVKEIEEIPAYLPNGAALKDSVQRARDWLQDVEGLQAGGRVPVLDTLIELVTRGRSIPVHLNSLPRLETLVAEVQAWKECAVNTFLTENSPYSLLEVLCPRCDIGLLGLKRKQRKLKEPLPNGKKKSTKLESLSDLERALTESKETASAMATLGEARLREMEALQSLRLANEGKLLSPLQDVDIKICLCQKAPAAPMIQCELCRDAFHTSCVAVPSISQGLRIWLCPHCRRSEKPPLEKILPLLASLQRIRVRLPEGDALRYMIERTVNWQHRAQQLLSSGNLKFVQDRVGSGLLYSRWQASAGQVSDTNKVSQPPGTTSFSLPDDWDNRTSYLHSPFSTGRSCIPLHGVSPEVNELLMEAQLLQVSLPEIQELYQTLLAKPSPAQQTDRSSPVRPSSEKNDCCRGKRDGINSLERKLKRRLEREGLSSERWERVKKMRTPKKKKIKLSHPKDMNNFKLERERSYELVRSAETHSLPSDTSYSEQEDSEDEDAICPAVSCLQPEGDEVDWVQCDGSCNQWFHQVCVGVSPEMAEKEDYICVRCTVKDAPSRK
#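 qHTS format, multiple compound concentrations. Buffer 50 mM HEPES pH 7.5/0.01% Tween-20; 200 nM KDM5BΔAP final; 10 min compound preincubation; substrate-mix levels 12.5 µM peptide, 25 µM α-KG, 0.25 mM NAD⁺; 30 min RT; ΔRFU.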
# The depositor's hits bear a star; i = inactive; ? = inconclusive; & = joins results of further samples; [ ] = dose if it differs, or a comment. Potency is read from the fitted curve at half-maximal effect. This is a subset; the hit share may differ from the screen's.
nr	mol	KDM5B inhibitor
1	O=C(Nc1ccc(F)cc1)c1cc2c(s1)CCCC2	-10.6%
2	COC(=O)c1ccc(NC(=O)NCc2cccn2Cc2ccc(F)cc2)cc1	3.1%
3	CCOC(=O)CC1(NC(=O)N2CCCCCC2c2cccs2)CCCCC1 (stereo not given)	8.7%
4	CCN(CC)CC(=O)N1CCN(c2nc(C(C)C)c3c(c2C#N)CC(C)(C)OC3)CC1	?
5	Oc1c(C(c2ccccc2F)N2CCOCC2)sc2nc(-c3ccco3)nn12 (stereo not given)	-18.3%
6	CSc1ccc(NC(=O)CCc2ccc(F)cc2)cc1	1.4%
7	Cn1cc(-c2cnc3[nH]cc(CC(=O)NCc4cccc(F)c4)c3c2)cn1	31.6µM*
8	Cc1ccc(N2CCN(S(=O)(=O)c3nnc(NC(=O)c4ccccc4)s3)CC2)cc1	-4.6%
9	COCc1noc([C@@H]2CN(Cc3ccc(F)c(OC)c3)C[C@H]2C(N)=O)n1	-7.6%
10	CCn1c(C)cc(C)c(C(=O)NCC2CCOc3ccccc3C2)c1=O (stereo not given)	?
11	Fc1ccc(CSc2nc(NCc3ccccc3)c3ccccc3n2)cc1	-5.6%
12	CCn1c(/C=C/c2ccccc2Cl)nc2ccccc2c1=O	?

# The list continues.
nr	mol	KDM5B inhibitor
13	COc1cc(C2CC(=O)c3c([nH]c(C(=O)OC4CCCCC4)c3C)C2)cc(OC)c1OC (stereo not given)	-7.8%
14	Cc1nn(-c2ccccc2)c(Oc2ccccc2F)c1CCC(=O)NC1CC1	17.7%
15	COc1ccc(C(=O)OCC(=O)NC2CCC(C)CC2)cc1OC (stereo not given)	25.3%
16	O=C(N[C@@H](Cc1ccccc1)c1nc2ccccc2[nH]1)c1ccc([N+](=O)[O-])cc1	0.6%
17	CCn1c(SCc2nc(N)nc(Nc3ccccc3)n2)nnc1C1CC1	-6.4%
18	CCCCN1C(=O)[C@@H]2C[C@@H](O)CN2C2(CN(Cc3cnc[nH]3)C2)C1=O	-17.6%[86.2 µM]
19	c1ccc2c(c1)Nc1ccncc1S2	-4.1%
20	O=C1CCc2cc(C(=O)NCc3ccnc(N4CCCC4)c3)ccc2N1	?
21	CNC(=O)CCn1ncc2cc(OC3CCc4cccc(-c5ccc(F)cc5)c43)ccc21 (stereo not given)	?
22	COc1cccc(/C=C/c2nc(C#N)c(NCc3ccco3)o2)c1	i
23	NCc1cn[nH]c1-c1ccccc1	52.9%[activator]
24	CCc1ccc(NC(=O)C(=O)NCC(c2cccnc2)N2CCc3ccccc3C2)cc1 (stereo not given)	7.4%

# (further entries)
nr	mol	KDM5B inhibitor
25	c1ccc(-c2ccc3ncc(Nc4cccnc4)n3n2)cc1	-18.2%[115 µM]
26	O=C(C1CCCC1)N1CCCC(n2cc(-c3nc(-c4ccccc4)no3)nn2)C1 (stereo not given)	28.7%
27	COc1ccccc1N1CCN(C(=O)c2nc(SC)ncc2Cl)CC1	4.8%
28	COCCNC(=O)C1COC2(CCN(C(=O)c3ccc(F)cc3)CC2)N1C(=O)c1cccc(OC)c1 (stereo not given)	8.3%
29	Cc1ccc(NC(=O)CN(C)S(=O)(=O)c2ccc3[nH]c4c(c3c2)CCCC4)c(Cl)c1	?
30	COc1ccccc1NC(=O)CN1C(=O)CC(c2ccc(C)c(C)c2)=Nc2ccccc21	-16.1%
31	Cc1cc(C)cc(NS(=O)(=O)c2cc(-c3cnc(C)o3)ccc2C)c1	-14.3%
32	NC(=O)c1cccnc1NCc1cccc(C(F)(F)F)c1	-19.0%
33	O=C(Oc1c(-c2ccccc2)c(=O)n2c3c(cccc13)CC2)c1ccc(F)cc1	?
34	CC(C)Cn1nc(C(=O)N2CCCCC2c2nc3ccccc3s2)c2ccccc2c1=O (stereo not given)	13.3%
35	O=C(c1cccc(Cl)c1)N1CCC(c2nc3ccccc3[nH]2)CC1	12.9%
36	COCC(=O)N1CC(C(=O)NCCc2ccc(OC)cc2)CC(c2ccc(F)c(C)c2)C1 (stereo not given)	12.1%

# By substructure, the compounds so far containing a furan ring, fused or not.
nr	mol	KDM5B inhibitor
5	Oc1c(C(c2ccccc2F)N2CCOCC2)sc2nc(-c3ccco3)nn12 (stereo not given)	-18.3%
22	COc1cccc(/C=C/c2nc(C#N)c(NCc3ccco3)o2)c1	i

# More compounds
nr	mol	KDM5B inhibitor
37	CCc1cccc(C)c1NC(=O)Cn1c(=O)cc(C)c2c(C)nn(-c3cccc(F)c3)c21	-10.7%
38	COc1ccc(OC)c2[nH]c(C(=O)N/N=C/c3ccccc3O)cc12	?
39	CC(C)NC(=O)N(C1CCOCC1)C1CNC1	-18.2%
40	CS(=O)(=O)N(Cc1cccnc1)C1CN(C(=O)NCc2ccccc2)C1	-16.9%
41	Cc1cccc(NC(=O)/C(C#N)=C/c2ccco2)c1	?
42	Cc1nc(CCC(=O)N2CCC(Cc3ccc(C(=O)O)cc3)C2)n[nH]1 (stereo not given)	0.4%
43	COc1ccc(-c2noc(C(C)NC(=O)c3ccccc3Cl)n2)cc1 (stereo not given)	-7.6%
44	O=C(CCc1ncc(-c2ccc(Cl)cc2)o1)NCc1ccc(Cl)cc1Cl	5.9%
45	OC1(CN2CCN(c3ccc(F)c(Cl)c3)CC2)CCCNC1 (stereo not given)	13.3%
46	CS(=O)(=O)N1C[C@H]2CCN(Cc3cc(Cl)ccc3F)C[C@H]21	14.5%
47	Cc1cnc(CC2CCN(C(=O)C3CC3)C2)n1CC1CC1 (stereo not given)	-0.8%
48	O=[N+]([O-])c1ccc2nc(-c3ccccn3)[nH]c2c1	?

# Continued:
nr	mol	KDM5B inhibitor
49	CCOc1ccc(NC(=O)Cn2c(=O)c3c(ncn3CCC(C)C)n(Cc3ccccc3)c2=O)cc1	4.5%
50	CCCCNC(=S)Nc1ccc(Br)c(C)c1	11.2%
51	CCC(C)(C)C1CCc2c(sc(N)c2C#N)C1 (stereo not given)	?
52	COc1ccc2c(c1)c(C(=O)N/N=C/c1ccc(Cl)cc1)c(C)n2C	?
53	Cc1nc(-c2c3n(c(=O)n(CC(=O)Nc4cccc(F)c4)c2=O)CCCCC3)no1	6.2%
54	CCOC(=O)C1=CNc2cc(C)nn2C1(O)C(F)(F)F (stereo not given)	9.4%
55	COc1cc(NC(=O)c2ccc(N3CC4CC(C3)[C@H]3CCCC(=O)N3C4)nc2)cc(OC)c1 (stereo not given in full)	?
56	CCN(CCc1ccncc1)S(=O)(=O)c1cc(N2C(=O)CCS2(=O)=O)ccc1OC	0.6%
57	COCCOc1ccc(C(C)NC(=O)Cc2cccs2)cc1OC (stereo not given)	24.0%
58	Cn1c(N)c(C(=O)COC(=O)C2=NNC(=O)CC2)c(=O)n(C)c1=O	20.9%
59	CC(=O)Nc1ccc(CN2CCn3c(nn(-c4ccc(Cl)cc4)c3=O)C2)cc1	14.5%[115 µM]
60	O=C(NCc1ccc(F)cc1)C1CCN(c2cc(C(F)(F)F)ncn2)CC1	13.6%

# (more compounds)
nr	mol	KDM5B inhibitor
61	O=C(NCCc1ccccc1)c1cnn(-c2ccc(F)cc2)c1-n1cccc1	-25.6%
62	Nc1nc2nc(-c3ccccc3)cc(=O)n2[nH]1	?
63	c1ccc(N2CC3(CN(CC4CC4)CC3CNc3cccnc3)C2)cc1 (stereo not given)	-4.1%[86.2 µM]
64	Cc1cccc(-c2cc(Nc3cccc(C(=O)N(C)Cc4ccccc4)c3)ncn2)c1	?
65	Cc1ccc(S(=O)(=O)Nc2c(O)c3ccccc3oc2=O)cc1	5.0%
66	CC(=O)c1cnn(-c2cc(Oc3ccc(S(=O)(=O)c4ccccc4)cc3)nc(C)n2)c1C	-5.3%
67	CNc1snc(C)c1C(=O)N(C)CCOc1ccccc1C	-5.6%
68	CNC(=O)Cn1nc(-c2ccc(Cl)cc2)c2ccccc2c1=O	-4.0%&2.3%
69	C=CCOc1ccc(/C=C2\SC(=S)N(CCC(=O)O)C2=O)cc1	-36.5%
70	O=C(COC(=O)c1cccc(C(F)(F)F)c1)c1cccc([N+](=O)[O-])c1	-12.2%
71	CCOc1ccc2c(=O)c(Oc3ccccc3)c(C(F)(F)F)oc2c1	21.2%
72	Cc1ccc2nc(SCC(=O)Nc3ccc(C#N)cc3)[nH]c2c1	7.8%

# (listing goes on)
nr	mol	KDM5B inhibitor
73	Cc1nnc2n1CCC(N(C)C(=O)NC1CCCCC1)CC2 (stereo not given)	8.7%
74	CC(=O)NCCc1nc2cc(NC(=O)c3ccc([N+](=O)[O-])cc3)ccc2n1C	15.4%
75	OCc1nnn(-c2ccccc2)c1CO	30.2%
76	N#Cc1ccc(CSc2nnc(-c3c[nH]c4ccccc34)o2)cc1	9.1%
77	CSc1cccc(NC(=O)CSc2nnc(C(C)N3C(=O)COc4ccccc43)n2C)c1 (stereo not given)	-12.6%
78	CCCNc1c(NC(=O)Nc2ccc(OC)cc2OC)c(=O)oc2ccccc12	11.0%
79	CCOc1ccc(C(=O)Nc2ccc3nc(SCC(=O)N4CCc5ccccc54)sc3c2)cc1	-12.1%
80	CCN(CC)C(=O)c1sc2c(c1C)c(=O)n(-c1ccc(C)c(C)c1)c(=O)n2Cc1cccc(Cl)c1	-13.6%
81	CC1(C(=O)NCCc2ccccn2)CCc2cnc(NCc3ccccc3)nc21 (stereo not given)	31.6µM*
82	Cc1ccc(Nc2c(-c3c[nH]c4ccccc34)nc3cc(C)ccn23)cc1	?
83	CCc1nn(-c2ccccc2)c(Oc2ccc(C)cc2)c1CCC(=O)N1CCSCC1	2.0%
84	Cc1ccc(NC(=O)C2(C)CCCCC(=O)N2)cc1 (stereo not given)	-10.8%

# Additional results
nr	mol	KDM5B inhibitor
85	CCC1=C(C(=O)OC)C(c2cccc(F)c2)N2C(CC(=O)NCc3ccco3)=CSC2=N1 (stereo not given)	?
86	Cc1ccc(C)c(NS(=O)(=O)c2cc(-c3cnc(C)o3)ccc2C)c1	3.8%
87	Cc1oc(-c2cccc(Cl)c2)nc1CN1CCC(C(=O)NCc2ccc(F)cc2)CC1	0.3%
88	COc1ccc(CCC(=O)N2CCC[C@H]2c2nc(-c3ccccc3Cl)no2)cc1	-21.7%
89	CCc1ccccc1NC(=O)N1CCN(C(=O)c2nsc3ccccc23)CC1	-23.9%
90	Cn1cccc1CN1CCCC(COc2ccccc2C(=O)N2CCCCC2)C1 (stereo not given)	?
91	COc1ccc(NC(=O)C2CCCN(S(=O)(=O)c3cn(C)cn3)C2)cc1Cl (stereo not given)	-1.1%
92	O=C1NC(=NC2CCCCC2)C2(CCCN(Cc3ccsc3)C2)N1c1cc(F)cc(F)c1 (stereo not given)	8.6%[115 µM]
93	CC(=O)NC1CCN(C(=O)c2coc(COc3cccc(C(F)(F)F)c3)n2)C1 (stereo not given)	-13.0%
94	O=C(Cc1cccc(Cl)c1)N1CCc2nc(-c3ccc(Cl)cc3)nc(-c3ccccc3)c2C1	-23.9%
95	CC(C)=CC1C(C(=O)NC2CC(C)(C)NC(C)(C)C2)C1(C)C (stereo not given)	7.9%
96	COc1ccc(OC)c(NC(=O)c2cc3c(=O)oc4ccccc4c3s2)c1	-1.5%

# New compounds follow
nr	mol	KDM5B inhibitor
97	CCN1c2cc(C(=O)NCc3ccc(F)c(Cl)c3)ccc2C(=O)N2CCCCCC21 (stereo not given)	?
98	COc1cc(C(=O)N2CCN(c3nccs3)CC2)cc(Cl)c1OC(C)C	14.3%
99	COc1cccc(-c2cc3c(=O)n(CCNC(=O)C4CCCCC4)ccn3n2)c1	-20.6%
100	CC(Sc1nc(C(F)(F)F)nc2ccccc12)C(=O)N1c2ccccc2CC1C (stereo not given)	-4.5%
101	CC(C)C(C)NC(=O)CSc1ccc2ccccc2n1 (stereo not given)	-5.3%
102	CSC1=NC2(CCN(C(=O)NC3CCCCC3)CC2)N=C1c1ccc(C(C)(C)C)cc1	2.6%[11.5 µM]
103	COc1ccccc1CNC(=O)Cc1c(C)c2ccc(O)cc2oc1=O	i
104	Cc1ccc(NNC(=O)c2cccs2)cc1Cl	-4.2%
105	COc1cc(NC(=O)Cn2c(Nc3cc(C)cc(C)c3)nc(C)cc2=O)cc(OC)c1OC	-12.1%
106	O=C(Cc1cn2ccsc2n1)Nc1cccc(S(=O)(=O)N2CCCC2)c1	15.3%
107	O=S(=O)(NCCO)c1ccc(Cl)cc1	8.6%
108	NC(N)=NN=C1CCCCCCCCCCC1	-0.4%&12.3%

# Exported with the structure last: part of the list above.
item | KDM5B inhibitor | Structure
99 | -20.6% | COc1cccc(-c2cc3c(=O)n(CCNC(=O)C4CCCCC4)ccn3n2)c1
108 | -0.4%&12.3% | NC(N)=NN=C1CCCCCCCCCCC1
107 | 8.6% | O=S(=O)(NCCO)c1ccc(Cl)cc1
97 | ? | CCN1c2cc(C(=O)NCc3ccc(F)c(Cl)c3)ccc2C(=O)N2CCCCCC21 (stereo not given)

# Next compounds follow:
nr	mol	KDM5B inhibitor
109	O=C(c1c[nH]c2ccccc12)N1CCN(C(=O)C2CCCCC2)CC1	5.0%
110	O=C(NC(c1ccc(Cl)cc1)C1CC1)c1ccccc1C(F)(F)F (stereo not given)	7.4%
111	CC(C)C(CNc1ccc2nnnn2n1)N1CCN(C)CC1 (stereo not given)	14.1%
112	CN1[C@@H](CCC(=O)N2CCCC2)CNC(=O)[C@@H]2[C@H]1CCN2Cc1ccccc1	?
113	COCC1CN(C(C)=O)CC12CCN(S(=O)(=O)c1ccc(OC)cc1)CC2 (stereo not given)	-14.5%
114	COc1ccc(-c2nc3c(C#N)c[nH]n3c2NC2CCCC2)cc1	?
115	C[C@@H](NC(=O)c1cccnc1)c1onc(-c2ccc(Cl)cc2)c1C(=O)O	-14.9%[86.2 µM]
116	COc1ccc(-n2c(C)nc3cc(C(=O)NC4CCCCCC4)ccc32)cc1	-23.2%
117	CCCCN(C)C(=O)C1CCC(CNS(=O)(=O)c2ccc(Cl)cc2)CC1 (stereo not given)	0.3%
118	COc1ccc(-c2ccc3ncc(Nc4ccc(CN5CCN(C)CC5)cc4)n3n2)cn1	-28.8%[86.2 µM]
119	O=C(Nc1nc(-c2ccc(S(=O)(=O)N3CCCCC3)cc2)cs1)c1ccco1	?
